KDM4C inh: blocks human GASC-1 (KDM4C) demethylase activity. GST-KDM4C 2-372, H3K9me3 peptide, LANCE TR-FRET. inhibition, % at 12.5 µM. actives 0.15% (n = 96,000);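 active means mean replicate inhibition above about 25%, with at least 55% of replicates also reaching it, limit read from the data, passing the limit was not always enough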
Target sequence (Q9H3R0 2-372 limits assumed): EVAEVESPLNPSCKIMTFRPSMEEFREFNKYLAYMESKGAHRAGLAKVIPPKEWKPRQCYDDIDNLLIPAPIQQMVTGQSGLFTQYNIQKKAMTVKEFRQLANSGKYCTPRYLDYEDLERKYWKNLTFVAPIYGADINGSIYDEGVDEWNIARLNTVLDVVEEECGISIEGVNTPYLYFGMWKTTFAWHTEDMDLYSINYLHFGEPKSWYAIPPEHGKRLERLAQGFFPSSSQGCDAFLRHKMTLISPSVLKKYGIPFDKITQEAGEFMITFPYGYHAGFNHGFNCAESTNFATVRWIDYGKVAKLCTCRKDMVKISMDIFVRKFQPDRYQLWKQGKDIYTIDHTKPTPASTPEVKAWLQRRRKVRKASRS
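Compound: one test concentration per compound; Material: GST-GASC-1 enzyme fragment 2-372; Amount: GASC-1 enzyme at 10 nM final in reaction; Also added: H3K9me3 peptide substrate, Fe(II), 2-oxoglutarate; Technique: LANCE TR-FRET; Times: 30 min demethylation and 1 h detection at room temperature.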
Tcruzi prolif: blocks T. cruzi growth in NIH3T3 culture; T. cruzi beta-gal in NIH3T3, GalScreen luminescence, 90 h; inhibition, % at 8.34 µM; actives 5.9% (n = 77,000); AID 624255;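 active means mean inhibition above about 93%, with at least 55% of replicates each passing it, limit read from the data, passing the limit was not always enough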
C diff HTS: blocks growth of Clostridium difficile; growth activity, negative = inhibition, % at 16 µg/mL (by protocol); actives 0.25% (n = 86,000); Clostridium difficile clinical isolate growth, OD600, 24 h; stronger effect = lower value;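 active means mean growth activity at or below -80% and every replicate also at or below -80%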;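 further: 0% = DMSO wells and -100% = levofloxacin 16 µg/mL wells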
Pf Dd2 growth: blocks growth of Plasmodium falciparum Dd2 parasites; P. falciparum Dd2 growth, SYBR Green, 72 h; stronger effect = lower value; activity change, % at 10 µM; actives 2.3% (n = 94,000); AID 1159554; in the data active means activity change below about -80%
* hit, by the source's call; . = no result given; & = joins results of further samples. An unsorted share of the library; overall some 6.7% were active at least once.

no. | Structure | KDM4C inh | Tcruzi prolif | C diff HTS | Pf Dd2 growth
1 | C[C@H](CO)N1C[C@H](C)[C@@H](CN(C)Cc2ccc3c(c2)OCO3)Oc2c(NC(=O)Nc3ccc(F)cc3)cccc2C1=O | -2.4 | 10 | -6 | 4
2 | C[C@@H]1CCCCO[C@H](CN(C)C(=O)CCCN(C)C)[C@H](C)CN([C@@H](C)CO)C(=O)c2cc(NS(C)(=O)=O)ccc2O1 | 1.9 | 17 | -1 | .
3 | C[C@H](CO)N1C[C@H](C)[C@H](CN(C)Cc2ccncc2)Oc2ncc(-c3ccccc3)cc2C1=O | -3.9 | 34 | 7 | 1
4 | C[C@@H]1CCCCO[C@H](CN(C)S(=O)(=O)c2ccccc2)[C@H](C)CN([C@H](C)CO)C(=O)c2cc(NS(C)(=O)=O)ccc2O1 | -0.7 | 13 | -7 | -34
5 | C[C@@H]1CCCCO[C@H](CN(C)C(=O)c2ccncc2)[C@@H](C)CN([C@H](C)CO)C(=O)c2cc(NS(=O)(=O)c3ccccc3)ccc2O1 | -0.7 | -70 | . | 28
6 | C[C@H](CO)N1C[C@H](C)[C@H](CN(C)S(=O)(=O)c2cn(C)cn2)OCCCC[C@H](C)Oc2ccc(NC(=O)Nc3ccc(F)cc3)cc2C1=O | -1.1 | -19 | . | 1
7 | CN(C)CCCNC(=O)C[C@@H]1CC[C@@H]2[C@@H](COc3ccc(NS(C)(=O)=O)cc3C(=O)N2C)O1 | 0.9 | -11 | 12 | 20
8 | CC(C)NC(=O)N(C)C[C@@H]1Oc2ccc(NC(=O)Nc3ccc4c(c3)OCO4)cc2C(=O)N([C@@H](C)CO)C[C@@H]1C | -0.8 | 26 | . | 12
9 | COCC(=O)N(C)C[C@@H]1Oc2ncc(-c3ccc(C#N)cc3)cc2C(=O)N([C@@H](C)CO)C[C@H]1C | -2.2 | . | -1 | 40
10 | CC(C)NC(=O)N1C[C@@H]2[C@H](c3ccccc31)[C@@H](CO)N2C(=O)c1ccccn1 | -0.9 | 79 | -3 | 7
11 | CNC[C@H]1Oc2ccc(NC(=O)CCC(F)(F)F)cc2CC(=O)N([C@H](C)CO)C[C@H]1C | 0.1 | -10 | -1 | 19
12 | Cn1cnc(CCNC(=O)C[C@H]2CC[C@H]3[C@@H](COC[C@@H](O)CN3C(=O)C3CC3)O2)c1 | -0.2 | 27 | 4 | -9
13 | CCCC#Cc1cnc2c(c1)C(=O)N([C@H](C)CO)C[C@@H](C)[C@@H](CN(C)C(=O)C1CC1)O2 | 0.6 | 41 | 0 | -12
14 | COc1cccc(NC(=O)C[C@@H]2CC[C@@H]3[C@H](COc4ccc(NC(=O)c5ccccc5F)cc4C(=O)N3C)O2)c1 | 6.0 | 86 | -2 | -48
15 | C[C@H](CO)N1C[C@H](C)[C@H](CN(C)Cc2ccc3c(c2)OCO3)OCc2ccccc2-c2ccccc2C1=O | 1.4 | 43 | -3 | -24
16 | O=C(C[C@@H]1CC[C@H]2[C@@H](COC[C@@H](O)CN2C(=O)Nc2cc(Cl)cc(Cl)c2)O1)N1CCOCC1 | -0.9 | 27 | 54&-41 | .
17 | C[C@@H]1CCCCO[C@@H](CN(C)S(=O)(=O)c2ccc(F)cc2)[C@H](C)CN([C@H](C)CO)C(=O)c2cc(NS(=O)(=O)c3ccc(F)cc3)ccc2O1 | -0.2 | 86 | -1 | -48
18 | CCCC#Cc1ccc([C@@H]2[C@H](CO)N3C(=O)CN(C(=O)Nc4ccc(F)cc4)C[C@@H]23)cc1 | -1.5 | . | -2 | -19
19 | Cc1ccc(-c2ccc([C@H]3[C@@H](CO)N4CCCCN(C(=O)Nc5cccc(F)c5)C[C@@H]34)cc2)cc1 | 0.5 | 94 | 16 | 21
20 | C[C@@H]1CN([C@@H](C)CO)C(=O)c2cccc(NC(=O)Nc3ccc(F)cc3)c2O[C@H]1CN(C)C(=O)Nc1ccccc1 | 7.2 | -27 | 8 | -3

4 records picked at random from those above, as already listed:
no. | Structure | KDM4C inh | Tcruzi prolif | C diff HTS | Pf Dd2 growth
6 | C[C@H](CO)N1C[C@H](C)[C@H](CN(C)S(=O)(=O)c2cn(C)cn2)OCCCC[C@H](C)Oc2ccc(NC(=O)Nc3ccc(F)cc3)cc2C1=O | -1.1 | -19 | . | 1
14 | COc1cccc(NC(=O)C[C@@H]2CC[C@@H]3[C@H](COc4ccc(NC(=O)c5ccccc5F)cc4C(=O)N3C)O2)c1 | 6.0 | 86 | -2 | -48
5 | C[C@@H]1CCCCO[C@H](CN(C)C(=O)c2ccncc2)[C@@H](C)CN([C@H](C)CO)C(=O)c2cc(NS(=O)(=O)c3ccccc3)ccc2O1 | -0.7 | -70 | . | 28
7 | CN(C)CCCNC(=O)C[C@@H]1CC[C@@H]2[C@@H](COc3ccc(NS(C)(=O)=O)cc3C(=O)N2C)O1 | 0.9 | -11 | 12 | 20

Next part:
no. | Structure | KDM4C inh | Tcruzi prolif | C diff HTS | Pf Dd2 growth
21 | COCC(=O)N(C)C[C@@H]1Oc2ncc(C#Cc3ccccc3)cc2C(=O)N([C@H](C)CO)C[C@@H]1C | -1.1 | -68 | -7 | 11
22 | O=C(C[C@@H]1C[C@@H]2c3cc(NS(=O)(=O)c4ccc(F)cc4)ccc3O[C@@H]2[C@H](CO)O1)NCc1ccc(Cl)cc1 | -3.7 | 46 | -1 | -21
23 | COc1cccc(NC(=O)Nc2ccc3c(c2)C(=O)N(C)C[C@H](OC)[C@H](C)CN(CC2CC2)[C@H](C)CO3)c1 | 1.9 | 9 | . | -40
24 | CNC[C@H]1Oc2ncc(-c3ccc(C)cc3)cc2C(=O)N([C@@H](C)CO)C[C@H]1C | -1.3 | 50 | . | -64
25 | CCCNC(=O)N1[C@H](CO)[C@@H]2c3ccccc3N(C(=O)NC(C)C)C[C@@H]21 | 5.2 | -23 | 3 | 1
26 | C[C@H]1CN([C@@H](C)CO)C(=O)Cc2cc(NC(=O)Nc3cccc4ccccc34)ccc2O[C@H]1CN(C)C(=O)Nc1ccc(F)cc1 | -1.7 | 42 | -1 | -38
27 | CC(C)NC(=O)N1[C@@H](CO)[C@@H](c2ccccc2)C12CN(Cc1cc(F)cc(F)c1)C2 | 0.6 | . | 9 | -18
28 | O=C(c1ccccc1)N1C[C@@H]2[C@H](c3ccccc31)[C@H](CO)N2C(=O)c1ccccn1 | -2.2 | -109 | 1 | -2
29 | CC=Cc1ccc2n(c1=O)C[C@@H]1[C@@H](CO)[C@H](C(=O)NCc3ccc4c(c3)OCO4)[C@H]2N1C(=O)CC (mixture of isomers) | 0.3 | -13 | 1 | 8
30 | C[C@@H]1CN([C@H](C)CO)C(=O)c2cc(NC(=O)Nc3ccc(F)cc3)ccc2O[C@@H]1CN(C)Cc1ccc2c(c1)OCO2 | 0.0 | . | 2 | 11
31 | CN(C)CC(=O)N1[C@H](CO)[C@H](c2ccccc2)C12CN(C(=O)c1ccccc1)C2 | -2.4 | . | -2 | -27
32 | Cc1ccc(S(=O)(=O)N(C)C[C@H]2Oc3cc(C4=CCCC4)ccc3S(=O)(=O)N([C@@H](C)CO)C[C@@H]2C)cc1 | 0.4 | . | 4 | -50
33 | CN(C)Cc1cn(CC[C@@H]2CC[C@H](NS(=O)(=O)c3ccccc3)[C@@H](CO)O2)nn1 | 3.8 | . | 1 | .
34 | CO[C@H]1CN(C)C(=O)c2cc(NC(=O)NC3CCCCC3)ccc2OC[C@H](C)N(C(C)=O)C[C@H]1C | -0.6 | -7 | -4 | -1
35 | O=C(C1CC1)N1CC(=O)N2[C@H](CO)[C@@H](c3ccc(C#CC4CCCC4)cc3)[C@@H]2C1 | 0.3 | . | -17 | -2
36 | CC(C)NC(=O)N1[C@@H]2CN(C(=O)Nc3ccc(Cl)cc3)c3ccccc3[C@@H]2[C@@H]1CO | 3.0 | -14 | 0 | 5
37 | C[C@H](CO)N1C[C@H](C)[C@@H](CN(C)Cc2ccc3c(c2)OCO3)Oc2c(NS(=O)(=O)c3ccccc3)cccc2C1=O | . | 27 | -21 | 27
38 | C/C=C/c1ccc([C@@H]2[C@@H](CO)N3CCCCN(C(=O)Nc4ccc(OC)cc4)C[C@H]23)cc1 | -0.6 | 58 | -6 | -31
39 | COc1ccccc1C#Cc1ccc2c(c1)O[C@H](CN(C)C(C)=O)[C@@H](C)CN([C@@H](C)CO)S2(=O)=O | -2.5 | 76 | 0 | -36
40 | COCC(=O)N1C[C@@H]2[C@H](c3ccccc31)[C@@H](CO)N2C(=O)C1CC1 | 0.3 | 65 | 1 | 8
41 | COc1ccc(S(=O)(=O)N(C)C[C@@H]2Oc3c(NC(=O)c4ccc(-c5nccs5)cc4)cccc3C(=O)N([C@H](C)CO)C[C@H]2C)cc1 | -0.7 | -34 | -7 | -13
42 | COCC#Cc1ccc2c(c1)O[C@@H](CN(C)CC1CCCCC1)[C@@H](C)CN([C@@H](C)CO)S2(=O)=O | -0.6 | 105* | 15 | -70
43 | C[C@H](CO)N1C[C@H](C)[C@H](CN(C)S(=O)(=O)c2cccc(F)c2)Oc2ncc(C#CC3CCCCC3)cc2C1=O | -0.9 | . | 4 | -26
44 | O=C(C[C@@H]1C[C@H]2c3cc(NC(=O)Nc4ccccc4)ccc3O[C@H]2[C@@H](CO)O1)NCc1cccc(F)c1 | -0.5 | 46 | -1 | 6
45 | Cc1ccc(-c2cnc3c(c2)C(=O)N([C@@H](C)CO)C[C@H](C)[C@@H](CN(C)C(=O)CN(C)C)O3)cc1 | 0.0 | . | -1 | -18
46 | COc1ccc2c3c(n(C)c2c1)[C@@H](CO)N(Cc1cccc(F)c1)CC31CCN(C)CC1 | 0.4 | . | -2 | -36
47 | CCCNC(=O)C[C@H]1CC[C@@H]2[C@@H](COc3ccc(NC(=O)C4CCOCC4)cc3C(=O)N2C)O1 | 2.1 | 8 | -4 | 5
48 | C[C@@H]1CN([C@@H](C)CO)C(=O)c2cc(NC(=O)Nc3ccccc3)ccc2O[C@@H](C)CCCCO[C@H]1CN(C)Cc1ccc(Cl)c(Cl)c1 | 5.6 | 69 | . | -75
49 | C[C@@H]1CCCCO[C@@H](CN(C)CC2CCCCC2)[C@@H](C)CN([C@H](C)CO)C(=O)c2cc(NC(=O)Nc3ccc(F)cc3)ccc2O1 | 11 | 117* | 13 | -68
50 | COc1cccc(NC(=O)N2CC3(C2)[C@@H](c2ccccc2)[C@@H](CO)N3C(C)=O)c1 | 0.2 | . | 1 | 1
51 | C[C@H](CO)N1C[C@H](C)[C@@H](CN(C)C(=O)c2cnccn2)Oc2ncc(C#CCN(C)C)cc2C1=O | 1.4 | 8 | 2 | 69
52 | C[C@@H]1CCCCO[C@H](CN(C)S(C)(=O)=O)[C@@H](C)CN([C@H](C)CO)C(=O)c2cc(NC(=O)Nc3ccccc3)ccc2O1 | -1.2 | 50 | 3 | 35
53 | C[C@@H]1CN([C@H](C)CO)C(=O)c2cc(-c3cncnc3)cnc2O[C@@H]1CN(C)Cc1ccccc1 | 1.8 | -11 | -3 | 32

Grouped by structure, the compounds so far with two or more sulfur atoms.
no. | Structure | KDM4C inh | Tcruzi prolif | C diff HTS | Pf Dd2 growth
4 | C[C@@H]1CCCCO[C@H](CN(C)S(=O)(=O)c2ccccc2)[C@H](C)CN([C@H](C)CO)C(=O)c2cc(NS(C)(=O)=O)ccc2O1 | -0.7 | 13 | -7 | -34
17 | C[C@@H]1CCCCO[C@@H](CN(C)S(=O)(=O)c2ccc(F)cc2)[C@H](C)CN([C@H](C)CO)C(=O)c2cc(NS(=O)(=O)c3ccc(F)cc3)ccc2O1 | -0.2 | 86 | -1 | -48
32 | Cc1ccc(S(=O)(=O)N(C)C[C@H]2Oc3cc(C4=CCCC4)ccc3S(=O)(=O)N([C@@H](C)CO)C[C@@H]2C)cc1 | 0.4 | . | 4 | -50
41 | COc1ccc(S(=O)(=O)N(C)C[C@@H]2Oc3c(NC(=O)c4ccc(-c5nccs5)cc4)cccc3C(=O)N([C@H](C)CO)C[C@H]2C)cc1 | -0.7 | -34 | -7 | -13
